# Bioassay records as filed in PubChem BioAssay.
# KinaseGlo FLuc = Kinase-Glo luciferase inhibition (counter-screen). Potency, µM (series often up to 38.3 µM), for inactives: at the top dose activity change, negative = inhibition, actives largely listed as inhibitors. Kinase-Glo luciferase, ATP luminescence, 8 min. 200,000 compounds, 0.28% hits; note: % is set by controls: 0 for no effect and ±100 for the full control effect; nearly all actives have a fitted effect of over 60% in size
#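 Substrate mix (final 50 mM imidazole pH 7.2, 50 mM KCl, 7 mM MgCl2, 10 uM ATP, 0.01% Tween 20, 0.05% BSA) plus pin-tool compound, then Kinase-Glo detection mix; 8 min ambient, luminescence read.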
# IMPase Li cell = IMPase inhibition in cells with lithium potentiation | 210,000 compounds, 0.35% hits | Potency, µM (series often up to 59.4 µM), for inactives: at the top dose activity, negative = IMPase inhibition, most hits filed as inhibitors | CHO-M1 cells, IP1 TR-FRET (IP-One), carbachol + lithium;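 note: IP1 builds up when IMPase is blocked and the TR-FRET signal falls; plate controls were basal vehicle for no effect and high inhibitor control for full effect; nearly all actives have a fitted effect of over 50% in size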
#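 Concentration–response in CHO-M1 cells, lithium-potentiated; 30 min at 37C. IP1 detected by competitive TR-FRET after 10 min lysis at RT. Hill-fitted AC50.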
# RGS12 GoLoco inh = blocks human Gai1 binding to RGS12 GoLoco peptide, red readout; P63096; Gai1:RGS12 GoLoco peptide FP, rhodamine, 10 min; Potency, µM (highest dose often 61.6 µM), without a hit: at the highest dose activity, negative = inhibition, actives largely listed as inhibitors; 230,000 compounds, 0.44% hits; AID 880; active = well fitted inhibition curve with a large enough effect, not every such curve was filed as active; inactive = no such curve, though single readings can be large or run the other way; note: % is set by controls: 0 for no effect and ±100 for the full control effect; nearly all actives have a fitted effect of over 30% in size; many of its hits are not listed in these tables
# Epigenetic reg = regulators of epigenetic silencing causing reporter derepression in mouse cells; murine LDR cells, GFP reporter derepression, 30 h; Potency, µM (highest dose often 53.9 µM), for inactives: at the highest dose GFP activation, hits mostly activators; 280,000 compounds, 0.2% hits; AID 1865; note: % of control where 0% means no effect; nearly all actives have a fitted effect of over 60% in size
#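 Readout is the number of GFP-expressing murine LDR cells, counted by cytometry following washing. Cells were treated with compound for 30 h at 37 C; the stably integrated CMV-GFP locus is normally silent.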
# NPSR antagonist = antagonists of human neuropeptide S receptor cAMP signaling | CHO-NPSR cells, cAMP TR-FRET, antagonist mode | Potency, µM (doses to about 38.3 µM), for inactives: at the top dose activity change, negative = inhibition, usual class: inhibitors | Q6W5P4 | 220,000 compounds, 1% hits | AID 1461; note: % is set by controls: 0 for no effect and ±100 for the full control effect; nearly all actives have a fitted effect of over 50% in size; many of its hits are not listed in these tables
# SMN2 splice up = enhancers of SMN2 splice variant expression. AID 1458. HEK293 SMN2-luciferase splicing reporter, luminescence, 30-36 h. 210,000 compounds, 2.8% hits. Potency, µM (titrated, usually from 46.1 µM), for the others: at the top dose activity change, positive = activation, usual class: activators; note: % of control where 0% means no effect; nearly all actives have a fitted effect of over 55% in size
#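 qHTS luciferase splicing reporter: luminescence rises when SMN2 exon 7 is included in transfected HEK293 cells. Compound exposure lasted 30-36 h at 37C, with 4.5 mM final sodium butyrate as control, followed by a ONE-Glo read.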
# KDM4E inh = blocks human JMJD2E demethylase activity. B2RXH2. JMJD2E catalytic domain, FDH-coupled NADH fluorescence (FDH is formaldehyde dehydrogenase). Potency, µM (highest dose often 57.1 µM), without a hit: at the highest dose activity change, negative = inhibition, actives largely listed as inhibitors. 230,000 compounds, 1.6% hits. AID 2147; active = well fitted inhibition curve with a large enough effect, not every such curve was filed as active; inconclusive = small, poorly fitted or top-dose-only effect, or another doubt; inactive = no such curve, though single readings can be large or run the other way;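 note: 0% = wells with enzyme and -100% = buffer wells without enzyme; nearly all actives have a fitted effect of over 50% in size; many of its hits are not listed in these tables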
# Target sequence (B2RXH2 1-337 limits assumed): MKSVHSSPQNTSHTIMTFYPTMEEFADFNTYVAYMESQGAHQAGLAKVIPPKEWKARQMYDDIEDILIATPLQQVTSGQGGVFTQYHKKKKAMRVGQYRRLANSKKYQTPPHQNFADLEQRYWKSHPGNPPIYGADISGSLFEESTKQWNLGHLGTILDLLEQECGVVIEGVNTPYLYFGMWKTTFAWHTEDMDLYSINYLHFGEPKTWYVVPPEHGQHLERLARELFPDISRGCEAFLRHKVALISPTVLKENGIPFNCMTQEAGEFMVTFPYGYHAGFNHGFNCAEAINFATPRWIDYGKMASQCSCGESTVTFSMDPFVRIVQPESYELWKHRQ
# RECQ1 inh = inhibitors of human RECQ1 DNA helicase | P46063 | RECQ1 DNA unwinding, red fluorescence kinetic read | Potency, µM (highest dose often 57.3 µM), inactives show top-dose activity, negative = inhibition, hits mostly inhibitors | 240,000 compounds, 0.54% hits | AID 2549;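 note: plate controls were vehicle for no effect and no enzyme for full effect; nearly all actives have a fitted effect of over 30% in size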
# Target sequence (P46063 whole entry, looked up): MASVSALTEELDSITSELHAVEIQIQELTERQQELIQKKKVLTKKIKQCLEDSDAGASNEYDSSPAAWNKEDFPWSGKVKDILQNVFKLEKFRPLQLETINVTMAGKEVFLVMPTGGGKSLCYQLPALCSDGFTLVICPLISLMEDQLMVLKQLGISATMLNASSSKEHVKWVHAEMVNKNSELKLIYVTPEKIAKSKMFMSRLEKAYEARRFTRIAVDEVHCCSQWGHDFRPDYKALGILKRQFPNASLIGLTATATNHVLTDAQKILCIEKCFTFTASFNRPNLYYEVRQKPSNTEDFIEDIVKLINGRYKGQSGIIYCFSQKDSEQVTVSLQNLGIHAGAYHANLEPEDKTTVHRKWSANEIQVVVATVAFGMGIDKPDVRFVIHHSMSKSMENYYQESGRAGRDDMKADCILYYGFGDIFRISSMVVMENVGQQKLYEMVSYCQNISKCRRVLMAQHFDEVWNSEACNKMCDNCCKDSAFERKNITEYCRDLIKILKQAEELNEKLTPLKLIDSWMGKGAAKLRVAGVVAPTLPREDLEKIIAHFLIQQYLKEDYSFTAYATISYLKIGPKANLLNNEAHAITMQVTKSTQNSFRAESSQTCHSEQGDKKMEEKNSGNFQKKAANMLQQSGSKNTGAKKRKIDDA
#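 50 nM RECQ1T1 preincubated 15 min with compound in Tris pH 8.0 buffer with MgCl2, DTT, Tween-20 and 2.5 ug/ml poly(dI-dC); started with 200 nM TAMRA/BHQ-2 forked duplex and 2 mM ATP. Unwinding read as fluorescence (525/598 nm), two reads 2 h apart.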
# Active calls of the source: *; i = inactive; ? = inconclusive; . = not tested or not shown; & = joins results of further samples; [ ] = dose if it differs, or a comment. Unless noted, calls come from the whole dose curve; as a rule, active = well fitted curve in the direction sought with a large enough effect; inconclusive = small, poorly fitted or top-dose-only effect, or another doubt; inactive = no such curve, though single readings can be large; an effect the other way counts as inactive or inconclusive. Potency is the fitted concentration of half-maximal effect. Not all compounds are listed; count on the stated rates, not on these rows.
SMILES,KinaseGlo FLuc,IMPase Li cell,RGS12 GoLoco inh,Epigenetic reg,NPSR antagonist,SMN2 splice up,KDM4E inh,RECQ1 inh
O=C(CCNS(=O)(=O)c1cccs1)Nc1ccccc1F,6%,3%,4%,0.0%,-5%[46.1 µM],8%,3%,-1%
COCCNCCOCCOc1cccc(OC)c1,-5%,-9%[38.3 µM],-3%,-1.1%,-3%[46.1 µM],12%,4%,-2%
CC1(C)O[C@@H]2C[C@H]3[C@@H]4CCC5=CC(=O)C=C[C@]5(C)[C@@]4(F)[C@@H](O)C[C@]3(C)[C@]2(C(=O)CO)O1,2%,4%,9%,-1.0%,-13%,-22%,6%,-12%
CC(C)(O)C#Cc1ccc(C(=O)NC2CCCCC2)s1,1%,-1%,10%,-0.6%,8%,?,15%,18%
Cc1nnc(SC/C=C/c2ccccc2)n(N)c1=O,-1%,-5%,7%,-6.9%,10%,5%,7%,-3%
Cc1cc(=O)[nH]c(COc2ccccc2)n1,-12%,5%[38.3 µM],4%,0.0%,-2%[46.1 µM],4%,3%,i
O=C(Nc1ccccc1)N1CC[C@@]2(CCCN(C(=O)c3ccncc3)C2)C1,-1%,-3%,2%,.,.,9%,.,-7%
c1ccc(Cn2nnc3c(N4CCc5ccccc54)ncnc32)cc1,1%,-11%,7%,0.0%,-8%[46.1 µM],8%,2%,0%
CCOC(=O)N1CCN(CC(=O)Nc2sc(CC)cc2C(=O)c2ccc(OC)cc2)CC1,.,.,5%,-1.0%,?,.,-3%,-1%
COc1cc(C)nc(N(Cc2ccccc2)S(=O)(=O)c2ccc(C)cc2)n1,.,.,-1%,0.0%,-57%,.,-2%,-15%
N#Cc1cn(CCOc2ccccc2F)c2ccccc12,2%,32%[activator][38.3 µM],7%,-1.1%,-15%[46.1 µM],21%,4%,-6%
COC(=O)c1ccc(C(NC(=O)OCc2ccccc2)/C(=C/[C@@H](C)C(=O)NC2CCCCC2)c2cccnc2)cc1 (stereo not given in full),-1%,6%,6%,2.0%,.,-5%,-5%,-14%
CCC(C)(C)NC(=O)C(c1cccnc1)N(C(=O)c1csnn1)c1ccccc1 (stereo not given),-6%,-5%,15%,-1.2%,12%,-16%,4%,i
O=C(NC(=S)Nc1ccc(N2CCOCC2)c(Cl)c1)c1cncc(Br)c1,-6%,7%,2%,0.0%,-4%,0%,-2%,i
Cc1cc(OCC(=O)O/N=C(\N)c2ccccc2)cc(C)c1Cl,-6%,15%[38.3 µM],7%,-0.9%,-19%[46.1 µM],-21%,-1%,21%
O=C(CSCc1cnn(-c2ccccc2)c1-n1cccc1)NCCN1CCOCC1,2%,20%[38.3 µM],-5%,0.0%,-8%[46.1 µM],-18%,3%,-6%
Cc1ccc(NC(=O)c2cc(Cl)nc3ccccc23)cc1,-5%,5%[38.3 µM],8%,-1.1%,-24%[46.1 µM],4%,-5%,1%
Cc1ccc(/C=N/n2c(-c3ccco3)n[nH]c2=S)s1,2%,1%,7%,-1.0%,0%,12%,5%,-3%
COc1cc(/C=C2\CC/C(=C\c3cc(OC)c(OC)c(OC)c3)C2=O)cc(OC)c1OC,-3%,-3%,6%,?,-11%,-34%[inhibitor],4%,i
Cc1cc(=O)cc(C)n1-c1ccc(F)cc1F,2%,3%,8%,-1.6%,25%,-8%,-2%,i
CCN(CC)c1ccc(SS(=O)(=O)O)cc1,1%&2%,-35%&8%[38.3 µM],7%&-9%,-1.9%&-0.7%,-12%&-19%[46.1 µM],-10%&-4%,-16%&-3%,2%
Cc1cccc(COc2ncnc3nc[nH]c23)c1,-8%,4%,0%,9.5%,17%,-2%,3%,i
Cc1cc(C)n(Cc2ccc(Cl)cc2Cl)c(=O)c1S(=O)(=O)c1ccccc1,4%,?,-29%,4.1%,?,-24%,1%,3%
Cc1cc(C(=O)OCC(=O)Nc2sc3c(c2C#N)CCC(C)C3)c2ccccc2n1 (stereo not given),3%,4%,44%[activator],-1.0%,17%,11%,-1%,-14%
CCCC(=O)OCC(=O)Nc1ccccc1C#N,-3%,-1%,9%,4.4%,15%,7%,2%,-5%
COCc1cc(=O)n2[nH]c(SCc3ccccc3)nc2n1,2%,-17%[38.3 µM],-4%,4.5%,-20%[46.1 µM],6%,-21%,-6%
Cc1cc(=O)c2cc(Cl)ccc2[nH]1,-3%,-27%[38.3 µM],10%,0.0%,-4%[46.1 µM],.,0%,-7%
COc1ccc(CNc2nc(SCC(=O)NCc3ccco3)nc3ccccc23)cc1,8%,18%,-1%,1.2%,-1%[46.1 µM],-29%,0%,-1%
COCCNC(=O)C(c1ccc(C)o1)N(Cc1ccccc1)C(=O)Cn1nnc2ccccc21 (stereo not given),0%,-10%[38.3 µM],-6%,1.2%,-7%[46.1 µM],18%,8%,-14%
COc1ccc(NC(=O)c2cc(C)nc3ccccc23)c(OC)c1,0%,1%,6%,0.0%,-8%,-10%,-6%,-7%
Cc1ccc2nc(NC(=O)C3CCCN(S(=O)(=O)c4cccc5nonc45)C3)sc2c1 (stereo not given),.,.,60%[activator],0.0%,-35%,.,3%,13%
Cc1ccc(S(=O)(=O)N(CC(=O)N/N=C/c2cccc(C)c2)c2cccc3cccnc23)cc1,0%,-1%[38.3 µM],-6%,0.0%,?,-16%,0%,-6%
CC(C)(C)OC(=O)CNC(=O)c1nc[nH]c1C(=O)NCC(=O)OC(C)(C)C,.,.,3%,-1.1%,17%,.,4%,i
Cc1cc(C)nc(SC(C)C(=O)O)n1 (stereo not given),-2%,-26%[38.3 µM],-4%,6.5%,-6%[46.1 µM],5%,?,-7%
CC(CS(=O)(=O)c1cccc2cccnc12)N1CCCCC1 (stereo not given),.,.,.,0.9%,12%[46.1 µM],.,-23%,-6%
CCC1S/C(=N/N=C/c2ccco2)N(Cc2ccccc2C)C1=O (stereo not given),.,.,3%,-1.0%,-34%,.,0%,-18%
COC(=O)c1ccc(CN2[C@H](C(=O)OC)C[C@@]3(O)[C@@H](O)[C@@H](O)[C@@H](O)C[C@@H]23)cc1,0%,-20%,1%&-4%,1.0%&1.5%,24%,-2%,2%,-1%
CC(=O)Nc1ccc(S(=O)(=O)/N=C2\SCCN2S(=O)(=O)c2ccc(NC(C)=O)cc2)cc1,-6%,-5%[38.3 µM],41%[activator],1.1%,-13%[46.1 µM],2%,-17%,?
COc1ccc(-n2c(=S)[nH]c3ncccc3c2=O)cc1,.,.,11%,4.3%,-3%,.,1%,-7%
CCC1=C(OC(=O)N(CC)CC)N2C(=O)OC(=NCC3CC3)[C@]2(Cc2ccccc2)[C@H]2C1=CC[C@H]1C(=O)N(CC)C(=O)[C@H]12,-3%,-3%,-1%&1%,-1.4%&0.3%,-33%,-10%,-8%&-2%,-8%
Cc1ccc(-c2nn(-c3ccccc3)cc2CNCc2ccccc2)cc1,1%,7%,12%,15%,?,-22%,-29%,i
COC(=O)c1ccccc1NC(=O)Cn1cnc2ccc(S(=O)(=O)N3CCC(C)CC3)cc2c1=O,1%,0%[38.3 µM],3%,-1.0%,-5%[46.1 µM],6%,-5%,6%
CC(=O)NC1C(OCc2ccccc2)OC2COC(c3ccccc3)OC2C1OCC(=O)O (stereo not given),4%,0%,0%,6.7%,-19%,1%,2%,i
O=C(O)CC(NCc1ccco1)C(=O)OCCc1ccccc1 (stereo not given),-2%,1%[38.3 µM],-3%,1.3%,-7%[46.1 µM],22%,3%,-5%
CCC(=O)N/N=c1/sc2ccccc2n1C,0%,3%,-1%,-1.4%,8%,7%,10%,i
Nc1c(C(=O)c2ccccc2)oc2ccc(Br)cc12,-2%,4%[38.3 µM],-4%,0.8%,-23%[46.1 µM],16µM*,-7%,-1%
CC(=O)c1ccc(NC(=O)CSC(C)C)cc1,-5%,-24%[38.3 µM],5%,1.7%,-8%[46.1 µM],23%,9%,-2%
COc1ccc(/C=N/NC(=O)C(C)N(c2ccc(OC)cc2)S(C)(=O)=O)cc1 (stereo not given),.,5%,0%,-0.4%,-28%,.,4%,-4%
CCCCn1nnnc1SCC(=O)Nc1ccc(C)cc1,.,.,.,-5.7%,-9%[46.1 µM],.,12%,i
CC(=O)OC(/C(O)=C(\C#N)c1nc2ccccc2[nH]1)c1ccccc1 (stereo not given),-2%,6%[38.3 µM],1%,-4.5%,-15%[46.1 µM],-13%,?,0%
Cn1nnnc1SCC(=O)Nc1cccc([N+](=O)[O-])c1,3%,-2%,-1%,1.4%,18%,12%,-3%,-7%
O=C(CN1CCN(S(=O)(=O)c2ccccc2[N+](=O)[O-])CC1)Nc1ccc(N2CCOCC2)cc1,.,.,-6%,-1.1%,4%,.,-8%,4%
CCCC(C)NC(=O)c1nc(-c2ccccc2)n(-c2ccccc2)n1 (stereo not given),-4%,35%[activator][38.3 µM],-4%,-0.8%,-26%[46.1 µM],?,7%,-1%
O=C(O)C1Cc2ccccc2CN1C(=O)c1ccccc1 (stereo not given),4%,9%[38.3 µM],0%,0.6%,-3%[46.1 µM],1%,2%,2%
CCOC(=O)c1ccc(NC(=O)CCc2nc(-c3ccccc3)no2)cc1,.,.,.,-5.1%,-17%[46.1 µM],.,-11%,-17%
CC1(C)C(=O)C(c2ccccc2)=C2CN3C(=O)N(CCc4ccccc4)C(=O)C3(Cc3ccc(C(F)(F)F)cc3)C=C21 (stereo not given),-5%,0%,2%,2.0%,.,-17%,-15%,-10%

# 3 entries from above, field by field.
canonical_smiles: O=C(O)CC(NCc1ccco1)C(=O)OCCc1ccccc1 (stereo not given)
  KinaseGlo FLuc: -2%; IMPase Li cell: 1%[38.3 µM]; RGS12 GoLoco inh: -3%; Epigenetic reg: 1.3%; NPSR antagonist: -7%[46.1 µM]; SMN2 splice up: 22%; KDM4E inh: 3%; RECQ1 inh: -5%
canonical_smiles: CCC(=O)N/N=c1/sc2ccccc2n1C
  KinaseGlo FLuc: 0%; IMPase Li cell: 3%; RGS12 GoLoco inh: -1%; Epigenetic reg: -1.4%; NPSR antagonist: 8%; SMN2 splice up: 7%; KDM4E inh: 10%; RECQ1 inh: i
canonical_smiles: Nc1c(C(=O)c2ccccc2)oc2ccc(Br)cc12
  KinaseGlo FLuc: -2%; IMPase Li cell: 4%[38.3 µM]; RGS12 GoLoco inh: -4%; Epigenetic reg: 0.8%; NPSR antagonist: -23%[46.1 µM]; SMN2 splice up: 16µM*; KDM4E inh: -7%; RECQ1 inh: -1%
